Assay outcomes: PubChem BioAssay, National Center for Advancing Translational Sciences (NCATS)
PNC assembly inh: blocks assembly of the perinucleolar compartment; PC3M PTB-GFP, PNC prevalence imaging, 16 h; hits give low values; activity change (PNC), negative = inhibition, % at 10 µM; hit rate 3.1% among 140,000; AID 2417;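 active means readout at or below -70, meaning at least 70% loss of cells showing the perinucleolar compartment, a nuclear body marking cancer cells; inconclusive means readout between -30 and a set limit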;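 further: plate controls were DMSO wells for no effect and camptothecin positive control wells for full effect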
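Read-out is percentage of cells bearing a perinucleolar compartment, from automated 20x imaging of fixed, Hoechst-stained PC3M PTB-GFP cells. Cells were seeded 4 h, then exposed 16 h to compound (23 nl of library stock) in duplicate plates.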
15-hLO-2 inh: inhibitors of human 15-lipoxygenase 2 (ALOX15B); purified 15hLO-2, xylenol orange hydroperoxide absorbance; Potency, µM (doses to about 57.1 µM), for the others: at the highest dose activity change, negative = inhibition, actives largely listed as inhibitors; hit rate 0.56% among 110,000; AID 881; further: potency means the concentration at half of the fitted maximal effect; nearly all actives have a fitted effect of over 60% in size; many of its hits are not listed in these tables
Target sequence (O15296 whole entry, looked up): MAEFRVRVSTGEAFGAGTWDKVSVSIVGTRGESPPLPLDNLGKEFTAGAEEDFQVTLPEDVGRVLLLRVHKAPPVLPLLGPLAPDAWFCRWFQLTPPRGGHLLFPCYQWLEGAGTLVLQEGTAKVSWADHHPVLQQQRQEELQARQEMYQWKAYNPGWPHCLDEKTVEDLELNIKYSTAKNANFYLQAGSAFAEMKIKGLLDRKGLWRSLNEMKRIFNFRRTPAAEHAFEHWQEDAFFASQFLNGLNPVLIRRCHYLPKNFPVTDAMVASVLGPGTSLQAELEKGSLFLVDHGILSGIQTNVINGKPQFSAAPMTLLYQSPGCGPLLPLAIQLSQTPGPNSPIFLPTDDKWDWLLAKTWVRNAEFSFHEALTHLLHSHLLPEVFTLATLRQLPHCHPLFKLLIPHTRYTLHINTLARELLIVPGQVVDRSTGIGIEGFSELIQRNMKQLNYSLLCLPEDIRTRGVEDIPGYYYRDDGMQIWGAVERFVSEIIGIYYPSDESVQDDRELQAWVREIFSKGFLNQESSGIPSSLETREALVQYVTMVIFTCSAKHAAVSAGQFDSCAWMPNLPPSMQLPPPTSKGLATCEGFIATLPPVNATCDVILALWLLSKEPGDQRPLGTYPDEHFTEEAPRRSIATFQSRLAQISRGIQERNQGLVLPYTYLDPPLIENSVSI
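Enzyme 50 nM, AA 45 uM, 25 mM Hepes pH 7.5 + 0.01% Triton X-100; cpd preinc 15 min RT, rxn 90 min RT; stop/detect with 200 uM XO + 300 uM Fe(II) in 50 mM H2SO4, 30 min; A573/A405.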
IMPase inh: cell-permeable inhibitors of inositol monophosphatase (IMPase). AID 901. inhibition (IP1 accumulation), % at 46.1 µM. P97697. 120,000 tested, under 10 active. CHO-M1 cells, IP1 accumulation, HTRF TR-FRET ratio; active means well fitted curve in the direction sought with a large enough effect in the signal ratio, not every such curve was filed as active; inconclusive means small, poorly fitted or top-dose-only effect, or a change in a side signal; inactive means no such curve, though single readings can be large or run the other way; the % refers to the signal ratio;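 further: cells stimulated with carbachol in lithium chloride buffer; plate controls were DMSO basal wells for no effect and reference inhibitor wells for full effect; higher means more IMPase inhibition seen as more IP1 and lower FRET ratio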
Target sequence (P97697 whole entry, looked up): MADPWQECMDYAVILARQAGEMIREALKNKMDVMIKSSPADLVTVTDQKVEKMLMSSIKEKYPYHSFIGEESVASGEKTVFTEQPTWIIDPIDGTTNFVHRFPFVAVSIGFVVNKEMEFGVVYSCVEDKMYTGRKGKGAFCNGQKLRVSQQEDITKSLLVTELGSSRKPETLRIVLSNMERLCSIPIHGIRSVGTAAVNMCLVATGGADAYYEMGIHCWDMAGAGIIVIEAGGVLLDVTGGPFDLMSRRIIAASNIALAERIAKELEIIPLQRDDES
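In this qHTS, compounds (final up to 46 uM) act on CHO-M1 cells that are then activated through the M1 receptor with carbachol, in pH 7.4 buffer containing 50 mM LiCl, for 30 min. IP1 accumulation is quantified by the IP-One immunoassay.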
ALOX12 inhib: blocks human 12-lipoxygenase activity. purified 12-hLO, xylenol orange hydroperoxide absorbance. Potency, µM (doses to about 57.1 µM), inactives show top-dose activity change, negative = inhibition, hits mostly inhibitors. hit rate 0.12% among 150,000. AID 1452; further: potency means the concentration at half of the fitted maximal effect; nearly all actives have a fitted effect of over 55% in size; many of its hits are not listed in these tables
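Hydroperoxide formation by human 12-lipoxygenase from 40 uM arachidonic acid was followed colorimetrically via ferric-xylenol orange complex, using the 573/405 nm absorbance ratio. Enzyme concentration was 150 nM, with 30 min reaction at room temperature.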
Numbers without * were called inactive; ? = inconclusive; . = not tested or not shown; [ ] = remark or other dose. Unless noted, the call rests on the fitted dose curve; in most records, active means well fitted curve in the direction sought with a large enough effect; inconclusive means small, poorly fitted or top-dose-only effect, or another doubt; inactive means no such curve, though single readings can be large; an effect the other way counts as inactive or inconclusive. Unless noted, on the % scale 0 is the no-effect control and ±100 the full control effect. A portion of the library; rates above refer to the full screens.

SMILES	PNC assembly inh	15-hLO-2 inh	IMPase inh	ALOX12 inhib
O=C(Nn1c(O)c(C=C2N=c3ccccc3=N2)sc1=S)c1ccccc1	17	-5%	0	-5%
Cc1nn(C)cc1/C=C/C(=O)c1ccccc1	13	-9%	2	4%
Cc1nc2c([nH]c3ccc(Br)cc32)s1	12	2%	-6	0%
COc1ccc(-c2c(C)cc3oc(=O)cc(-c4ccccc4)c3c2C)cc1C=O	.	-28%[0.0915 µM]	.	-1%[0.00818 µM]
CCOC(=O)Nc1nc(-c2ccccc2)c(C(=O)c2ccccc2)s1	-83*	5%	-7	-2%
O=C(CSc1nc2ccccc2o1)N1c2ccccc2Sc2ccc(Cl)cc21	1	-13%	5	3%
Cc1ccc2c(c1)NC(=O)C(CC(=O)NCCCN1CCCCC1)O2 (stereo not given)	9	2%	11	-2%
Cc1nc2[nH]c(=S)[nH]c2cc1Br	3	-4%	-7	-8%
O=C(O)C1C2C=CC(C2)C1C(=O)N1CCN(CCO)CC1 (stereo not given)	-12	6%	-2	2%
O=C(/C=C/c1ccc([N+](=O)[O-])cc1)N1CCN(c2ccccc2F)CC1	?	.	.	5%
O=C(Cn1c(=O)n(Cc2ccco2)c(=O)c2c3c(sc21)CCCC3)Nc1ccccc1	9	6%[2.29 µM]	8	-3%
CC(NC(=O)Cc1cccs1)c1ccncc1 (stereo not given)	?	1%	14	-4%
COC(=O)c1ccccc1NC(=O)C1CC(=O)N(c2ccc(C)cc2)C1 (stereo not given)	26	-1%	-11	-4%
COc1ccc(CN(C(C)=O)c2cccc(C)c2C)cc1	-107*	0%	10	-7%
N#C/C(=C\c1ccc(N2CCOCC2)cc1)c1ccccc1	-19	.	.	-3%
CC1CCCC(C)N1C(=O)c1ccccc1Nc1ccc(SC(F)F)cc1 (stereo not given)	66	?	6	0%
COC(=O)CSc1nc(N2CCOCC2)c2c(c1C#N)CC(C)(C)N(C)C2	-10	-2%	2	-3%
COc1cc(S(=O)(=O)N2CCN=C2c2ccccc2)ccc1F	12	2%	-1	-1%
Nc1nc(-c2ccc(Cl)cc2)c(N=Nc2ccc(S(=O)(=O)N3CCOCC3)cc2)s1	-10	.	.	1%
Cc1nc(C)c(C(=O)NNS(=O)(=O)c2ccc3ccccc3c2)s1	?	.	.	-1%
CCC(C)N=CC1=C(O)CC(c2ccccc2)CC1=O (stereo not given)	38	-3%	10	9%
CC(C)C(NC(=O)c1cccs1)C(=O)NC1=NCCS1 (stereo not given)	6	8%	7	-9%
O=C(CSc1nnc2ccccn12)Nc1nsc(-c2ccccc2)n1	-26	.	.	-2%
COc1ccc(C2C(=O)c3ccccc3C2=O)c(OC)c1	31	-12%	11	-7%
CSCc1ccc(C(=O)NCc2ccc(F)cc2)cc1	?	.	.	0%
O=C(Nc1nc2ccccc2s1)C1CCCO1 (stereo not given)	?	1%	6	-2%
Cc1nn(-c2ccccc2)c(Cl)c1/C=C(\CC(=O)O)c1nc2ccccc2s1	?	-15%	2	5%
CCCCc1cc(=O)oc2cc(C)cc(OCC(=O)O)c12	?	-5%	2	-1%
NC(N)=NS(=O)(=O)c1ccc(NC(=S)NC(=O)c2sc3ccccc3c2Cl)cc1	?	.	.	0%
CC1(C)Cc2cccc(OCC(=O)NC3CC3)c2O1	17	-14%	-9	-10%
COc1ccc(C(=O)Oc2cc(OC)cc(OC)c2C(C)=O)cc1	17	.	.	-5%
Cc1ccc(-n2c(=O)cc(N3CCc4ccccc4C3)[nH]c2=O)cc1	36	.	-1	7%
Cc1ccc(OCC(O)CN2CCN(CC(O)COc3ccc(C)cc3Cl)CC2)c(Cl)c1 (stereo not given)	-28	24%	-5	2%
Cc1nn(-c2ccccc2)c(N2CCCC2)c1/C=N/NC(=O)c1cc(-c2ccccn2)nc2ccccc12	2	.	9	-3%
COc1ccc(CN2C(=O)CN(C3CCCCCC3)C(=O)C2c2ccc(OC)c(OC)c2)cc1 (stereo not given)	9	2%	3	-2%
Cc1ccccc1-n1nc(C)c2cc(C(=O)NC3CC3)sc21	?	-8%	-1	7%
Cc1ccccc1N=Nc1ccc(O)c2ncccc12	35	.	.	9%
Cc1csc(NC(=O)CSc2nnc(-c3cccs3)n2C)n1	?	-3%	3	-3%
CN(C(=O)COC(=O)c1ccc(NS(=O)(=O)c2cccs2)cc1)C1CCCCC1	-26	.	.	2%
COC(=O)c1c(C)[nH]c(C(=O)CSc2ccc(Cl)cc2)c1C	-16	3%	8	1%
COc1ccc(N2CCc3c(C)nc4c(OC)cc(OC)cc4c32)c(OC)c1	34	.	6	4%
CCOC(=O)C1CCCCN1Cc1cccc(C(F)(F)F)c1 (stereo not given)	?	12%	5	-1%
Cc1ccccc1-n1nc2c(c1NC(=O)c1cc3ccccc3oc1=O)CS(=O)C2 (stereo not given)	7	-6%	-7	-8%
O=C(CCCN1C(=O)c2ccccc2C1=O)NCc1ccco1	-12	.	0	1%
C/C(=N\NC(=O)c1ccc(O)cc1)c1ccc2c(c1)Nc1ccccc1S2	-22	.	1	-15%
Cc1cccc(-c2csc(N)c2C(=O)OC(C)C)c1	?	.	6[0.0738 µM]	-3%
Cc1csc(NC(=O)c2c(O)c3c(n(CC(C)C)c2=O)CCCC3)n1	-13	15%	-2	-5%
COc1ccc(C(=O)N2CCC3(CCN(Cc4ccccc4)CC3)CC2)cc1	.	17%	.	0%
CCCOc1cccc(C(=O)N(Cc2ccc(OC)c(OC)c2)C2CCS(=O)(=O)C2)c1 (stereo not given)	25	1%	-2	4%
COc1c(F)c(F)c(C(=O)Nc2ccccc2N2CCN(C(=O)C(C)C)CC2)c(F)c1F	-18	-8%	3	-13%
c1ccc2[nH]c(CSc3nc4ccccc4s3)nc2c1	?	52%[activator]	?	4%
O=c1c2c(nc3nc[nH]n13)CCC2	?	0%	-8	-2%
O=C(CSc1nnnn1-c1ccccc1)NC1CCCc2ccccc21 (stereo not given)	28	.	3	-1%
O=c1[nH]cnc2cc(-c3ccccc3)sc12	-20	0%	-2	-6%
CCC1(CC)C(=O)NC(=O)NC1=NCCc1c[nH]c2ccccc12	13	-4%	-2	0%
COc1cccc(C(=O)Nc2ncc3c(n2)CC(C)CC3=O)c1 (stereo not given)	?	1%[2.29 µM]	3	4%
Cc1ccc(N=C2S/C(=C\c3cn(CC(=O)O)c4ccccc34)C(=O)N2C)cc1	29	.	.	-1%
Cc1cc(NC(=O)CSc2nnc(C3COc4ccccc4O3)o2)no1 (stereo not given)	-8	-6%	4	-1%
CC1CCCN(C(=O)c2ccncc2)C1 (stereo not given)	?	-7%	6	-5%
COc1ccc(/C(O)=C2/C(=O)C(=O)N(CCCC(=O)O)C2c2ccc(OC)cc2)cc1 (stereo not given)	20	3%	4	-6%

Entries of single compounds as entered above. Values in the order: PNC assembly inh | 15-hLO-2 inh | IMPase inh | ALOX12 inhib
Listed for CCC1(CC)C(=O)NC(=O)NC1=NCCc1c[nH]c2ccccc12 → 13 | -4% | -2 | 0%
Listed for Cc1ccccc1-n1nc2c(c1NC(=O)c1cc3ccccc3oc1=O)CS(=O)C2 (stereo not given) → 7 | -6% | -7 | -8%
Listed for c1ccc2[nH]c(CSc3nc4ccccc4s3)nc2c1 → ? | 52%[activator] | ? | 4%
Listed for O=c1[nH]cnc2cc(-c3ccccc3)sc12 → -20 | 0% | -2 | -6%
Listed for Cc1ccc(N=C2S/C(=C\c3cn(CC(=O)O)c4ccccc34)C(=O)N2C)cc1 → 29 | . | . | -1%

Next section
SMILES	PNC assembly inh	15-hLO-2 inh	IMPase inh	ALOX12 inhib
CCC(=O)NC(C)C(c1cccs1)N1CCN(c2ccccc2)CC1 (stereo not given)	2	.	-1	7%
Nc1nc(Nc2ccc(Cl)cc2)nc2ccccc12	?	16%	3	?
CC(C)=C1C2CCC1C1C(=O)N(c3nc(-c4ccccc4)c(C)s3)C(=O)C21 (stereo not given)	42	.	13	-3%
CN=CC1=C(O)c2ccccc2C1=O	67	-18%	8	0%
CC#CCOC(=O)c1c(C)nc2sc3c(c2c1N)CC[C@@H](O)C3	.	8%	?	3%
CC1N(O)C(c2ccc(Cl)cc2Cl)N(O)C1(C)C (stereo not given)	16	-3%	0	-7%
COC(=O)c1c(NC(=O)CSc2nnc(-c3ccco3)n2C)sc(C)c1C	-19	.	-8	5%
O=C(NC(=O)c1cccc(OC(F)(F)C(F)F)c1)OC1CCS(=O)(=O)C1 (stereo not given)	?	-14%[11.4 µM]	-4[1.84 µM]	5%
CCC(=O)N(Cc1cc2cc(OC)ccc2[nH]c1=O)c1cccc(C)c1	-21	-9%	-14	-3%
COc1cc(C2NCCC(=O)C2(C)C)cc(OC)c1OC (stereo not given)	?	.	.	0%
O=C(Nc1cccc2ccccc12)c1nn(C23CC4CC(CC(C4)C2)C3)cc1[N+](=O)[O-]	10	-19%	?	-5%
Cc1ccc(C(=O)NCC2(c3ccccc3)CCCC2)cc1	14	-5%	12	-15%
COc1ccc(S(=O)(=O)Nc2ccc(F)c(Cl)c2)cc1OC	?	1%	8	-20%
CN(C)C(=O)CSc1nnc(CCCCCNC(=O)OC(C)(C)C)o1	16	-5%	-14	1%
CCOC(=O)c1cccc(N2C(=O)C3C(C2=O)C2C=CC3C23CC3)c1 (stereo not given)	-18	-8%	0	-3%
Cc1cc(C)c(C)c(OCC(=O)NCC2CCCO2)c1 (stereo not given)	-90*	-4%	-15	5%
O=C(C(Cc1ccc(Cl)cc1)NS(=O)(=O)c1ccccc1)N1CC[C@@]2(O)CCCC[C@H]2C1 (stereo not given in full)	-4	-2%	10	8%
O=C(COc1ccccc1Cl)c1ccc2c(c1)CCCC2	-18	-8%	-13	6%
O=c1c(-c2ccc(F)cc2)nc2cnc(Nc3ccccc3)nc2n1C1CC1	.	9%	.	-2%
CCN1CCN(C(C(=O)NC2CCCC2)c2ccc(Cl)cc2)CC1 (stereo not given)	20	14%	12	7%
CCCCn1nnc(NC(=S)NC(=O)c2ccc(-c3cccc(Cl)c3Cl)o2)n1	-11	.	-6	2%
COC(=O)[C@H](CCSC)NC(=O)NCCC1=CCCCC1	-11	-7%	-7	9%
COC(=O)c1sccc1-n1cccc1C(=O)C(=O)N1CCCCC1	?	7%	7	1%
c1ccc2[nH]c(CN3CCCCCC3)nc2c1	15	51%[activator]	6	-3%
c1ccc2[nH]c(SCCN3CCOCC3)nc2c1	-7	5%	-3	3%
CON1C(=O)CN(C(C)=O)C1c1ccc(Cl)cc1Cl (stereo not given)	-30	-2%	-1	-1%
O=C(Nc1ccc2c(c1)CCC2)c1ccc(F)cc1	14	.	1	1%
COc1ccc(-n2c(C)nc3c(cnn3-c3ccc(C)c(C)c3)c2=O)cc1	47	-5%	3	6%
COc1cc(/C=C2/SC(=O)N(Cc3ccccc3)C2=O)ccc1OCc1ccncc1	5	17%	22	13%
NCCC(O)C(=O)NC1C[C@@H](N)[C@H](O[C@@H]2OC(CN)C(O)C(O)C2O)C(O)[C@H]1O[C@H]1OC(CO)C(O)C(N)C1O (stereo not given in full)	.	0%	.	1%
CCOC(=O)C1=C(NC(=S)NC(=O)c2ccccc2)c2ccccc2CC1(C)C	56	.	6	25µM*
COc1ccc(N(C(=O)CS(=O)CC(=O)Nc2ccc(F)cc2)C(C(=O)NC2CCCCC2)c2cccs2)cc1 (stereo not given)	19	.	.	1%
